KAT2A inh = inhibitors of human GCN5L2 histone acetyltransferase; Q92830; GCN5L2 HAT assay, ThioGlo1 CoA-SH fluorescence; Potency, µM (titrated, usually from 58.9 µM), without a hit: top-dose activity change, negative = inhibition, actives largely listed as inhibitors; 0.21% of 390,000 active; AID 504327
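GCN5L2 (20 nM) in 50mM HEPES pH 7.5, 0.1mM EDTA, 0.01% Tween-20 preincubated 15 min with compounds at room temperature. Reaction started with H3(1-25) 75uM, acetyl-CoA 70uM, ThioGlo1 50uM; CoA-thiol fluorescence (Ex340/Em540) read at 0 and 20 min.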
DT40 TDP1 CPT = DT40-hTDP1 cell growth loss with CPT; chicken DT40 Tdp1-/-;hTDP1 cells + 20 nM CPT, ATP luminescence, 48 h; Potency, µM (doses to about 46.2 µM), for the others: top-dose activity change, negative = growth inhibition, usual class: inhibitors; 12% of 420,000 active; AID 686979; further: nearly all actives have a fitted effect of over 55% in size
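Chicken DT40 Tdp1-/- cells complemented with human TDP1, 400 cells/well, exposed to compounds plus 20 nM camptothecin for at least 48 h at 37 C; viability read as ATP content by CellTiter-Glo luminescence.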
FEN1 inhibitor = blocks human flap endonuclease 1; Recombinant FEN1 flap cleavage, fluorescence, 15 min; Potency, µM (highest dose often 114 µM), inactives show at the highest dose activity change, negative = inhibition, usual class: inhibitors; 0.35% of 390,000 active; AID 588795; further: nearly all actives have a fitted effect of over 65% in size
Target sequence (P39748 whole entry, looked up): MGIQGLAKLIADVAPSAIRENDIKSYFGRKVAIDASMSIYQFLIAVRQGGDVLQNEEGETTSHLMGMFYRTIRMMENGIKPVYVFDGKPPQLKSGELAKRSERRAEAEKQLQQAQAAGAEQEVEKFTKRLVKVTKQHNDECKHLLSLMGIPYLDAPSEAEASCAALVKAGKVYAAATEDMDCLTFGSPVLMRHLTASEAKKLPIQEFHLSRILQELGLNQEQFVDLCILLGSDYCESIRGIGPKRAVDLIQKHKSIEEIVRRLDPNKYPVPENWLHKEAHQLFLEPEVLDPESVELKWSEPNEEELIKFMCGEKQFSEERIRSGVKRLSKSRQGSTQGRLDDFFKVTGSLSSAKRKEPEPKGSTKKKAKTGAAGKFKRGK
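Reaction started by adding substrate (50 nM final) to 10 nM enzyme after 15 min room-temperature compound preincubation. Reads at 0 and 15 min, with data normalized and fitted to a four-parameter Hill equation.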
Active calls of the source: *; ? = inconclusive; . = not tested or not shown; & = joins results of further samples; [ ] = another dose, or the depositor's remark. The call rests on the fitted dose curve; in most records, active means well fitted curve in the direction sought with a large enough effect; inconclusive means small, poorly fitted or top-dose-only effect, or another doubt; inactive means no such curve, though single readings can be large; an effect the other way counts as inactive or inconclusive. On the % scale 0 is the no-effect control and ±100 the full control effect; potency means the concentration at half of the fitted maximal effect. These rows are one share of the data (hit frequency here may not be typical).

| Compound | KAT2A inh | DT40 TDP1 CPT | FEN1 inhibitor |
| --- | --- | --- | --- |
| CCC(C)(C#CCN1CCCCC1)OCCC#N (stereo not given) | -3% | -28% | 0% |
| CCCCN1C(=O)C(=O)N(CC(=O)c2ccc[nH]2)C1=O | -2% | 0% | 1% |
| CC(C)(C)C1CCC(=NNC(=O)c2ccccc2-n2cccc2)CC1 (stereo not given) | -10% | 8% | 8% |
| O=C(CN=C1NS(=O)(=O)c2ccccc21)OCC(=O)c1cc(F)ccc1F | -4% | -7% | -8% |
| CCn1c(COc2ccccc2C)nnc1SCC(=O)Nc1ccc2c(c1)OCCO2 | -6% | -26% | -5% |
| Clc1ccc(-c2ccccc2)cn1 | 1% | 0% | -3% |
| COc1ccc(C)cc1NC(=O)CCCN1C(=O)C(c2ccccc2)Oc2cccnc21 (stereo not given) | -9% | ? | -26% |
| CC(C)C(=O)Nc1cccc(-c2cnc3ccccc3n2)c1 | 0% | -18% | 4% |

Additional entries
| Compound | KAT2A inh | DT40 TDP1 CPT | FEN1 inhibitor |
| --- | --- | --- | --- |
| CC(=O)Nc1cccc(-c2nnc(SCC(=O)c3cc([N+](=O)[O-])ccc3Cl)o2)c1 | -12% | . | -2% |
| COc1ccc2c(COC(=O)[C@@H]3CCCN3S(=O)(=O)c3ccc(Cl)cc3)cc(=O)oc2c1 | -13% | ? | -17% |
| CC(C)CC(Nc1ncnc2scc(-c3ccccc3)c12)C(=O)O (stereo not given) | -22% | -7% | 7% |
| COc1ccccc1C(=O)COC(=O)/C(=C/c1ccccc1)NC(C)=O | -2% | 5% | -1% |
| S=c1sscc1-c1ccccc1 | . | 1% | 1% |
| CCOCCCNC(=O)c1ccc(-c2nc(CS(=O)(=O)c3ccccc3)c(C)o2)cc1 | -9% | -26% | -1% |
| NS(=O)(=O)c1cc(C(=O)Nc2ccc3c(c2)OCCCO3)ccc1Cl | -3% | 8% | -1% |
| COC(=O)c1ccc(CN(c2ccc(C)cc2)S(=O)(=O)c2ccc3c(c2)OCCO3)o1 | -12% | 12µM* | -3% |

Further compounds follow.
| Compound | KAT2A inh | DT40 TDP1 CPT | FEN1 inhibitor |
| --- | --- | --- | --- |
| CCCCCCn1c(Br)nc2c1c(=O)n(C)c(=O)n2C | 0% | ? | -2% |
| COc1cccc(OCc2cc(=O)n3cc(C)sc3n2)c1 | -2% | -25% | -8% |
| COc1ccc(N2C(=O)c3ccccc3NC2c2ccc(OC)c(COc3ccccc3F)c2)cc1 (stereo not given) | . | -17% | 11% |
| COc1ccc(OCc2ccc(-c3nc4ccccc4c(=O)n3N)o2)cc1 | -4% | ? | -17% |
| CC1(C)O[C@@H]1COc1c2ccoc2cc2oc(=O)ccc12 | -2% | 12µM* | 6% |
| CCOC(=O)c1ccc(Nc2ncnc3nc[nH]c23)cc1 | -1% | ? | 6% |
| CCCCCNS(=O)(=O)c1ccc(N2CCCCS2(=O)=O)cc1 | -1% | 16µM* | 19% |
| O=C(CCC(=O)c1cccs1)Nc1ccc(N2CCCCC2)cc1 | -24% | -3% | 1% |

Other records follow.
| Compound | KAT2A inh | DT40 TDP1 CPT | FEN1 inhibitor |
| --- | --- | --- | --- |
| NC(=O)CC(NC(=O)Cc1ccc(Cl)cc1)c1ccc(NCc2ccccc2)c([N+](=O)[O-])c1 (stereo not given) | -2% | ? | 2% |
| CCN(CC)C(=S)Nc1c(C)n(C)n(-c2ccccc2)c1=O | 2% | 18% | -1% |
| Cc1ccccc1-n1c(SC/C(O)=C(\C#N)c2nc3ccccc3[nH]2)nnc1-c1ccncc1 | -8% | ? | -11% |
| Cc1ccc(CN(Cc2ccco2)C(=O)COc2ccc(C(C)C)cc2)cc1 | -17% | ? | -7% |
| CC(=O)NCCc1nc2cc(NC(=O)c3ccc(Cl)cc3)ccc2n1C | -23% | -1% | 19% |
| O=C(CSCc1c(F)cccc1Cl)NCc1ccncc1 | 0% | ? | -2% |
| CC(=O)N1c2ccc(S(=O)(=O)N3CCCC(C(=O)NCc4ccc(Cl)cc4)C3)cc2CC1C (stereo not given) | -6% | ? | 4% |
| CC(C)COc1ccc(C(=O)Nc2cc3nn(-c4ccccc4)nc3cc2Cl)cc1 | -2% | 1% | 0% |

Next part:
| Compound | KAT2A inh | DT40 TDP1 CPT | FEN1 inhibitor |
| --- | --- | --- | --- |
| Cc1ccnc(NS(=O)(=O)c2ccc(NC(=O)C34CC5CC(C)(CC(C)(C5)C3)C4)cc2)n1 | -4% | -17% | -11% |
| CCOc1ccccc1NC(=O)Cc1c(F)cccc1Cl | -3% | 8% | -1% |
| COc1ccccc1C1CC(=O)Oc2cc(C)c(Cl)c(C)c21 (stereo not given) | ? | 5% | -18% |
| COc1cccc2cc(C(=O)NCc3ccco3)c(=Nc3ccc(C(=O)O)cc3)oc12 | 0% | ? | ? |
| O=C1Nc2ccccc2C1=Nc1ccccc1-c1ccccc1 | . | ? | -14% |
| COc1ccc(Cc2nnc(NC(=O)c3ccccc3[N+](=O)[O-])s2)cc1 | -10% | -23% | 15% |
| CCOC(=O)c1ccc(NC(=O)Cn2nnc(-c3ccccc3)n2)cc1 | -4% | ? | -1% |
| Cc1nc(C)n(C(C)CNC(=O)c2ccccc2)n1 (stereo not given) | -8% | 17% | -2% |

Further results.
| Compound | KAT2A inh | DT40 TDP1 CPT | FEN1 inhibitor |
| --- | --- | --- | --- |
| CCCCCCCCNS(=O)(=O)CCNC1CC1 | . | ? | 8% |
| CCCCn1nc(C(=O)NCc2ccccc2CN2CCCC2)c2ccccc2c1=O | -4% | ? | -13% |
| CCCC(=O)C1=C(N2CCCC2)CC(C)(C)C(C(=O)OC)C1=O (stereo not given) | -3% | 3% | -13% |
| CCn1c(=O)c2sccc2n2c(CCC(=O)Nc3cc(C)cc(C)c3)nnc12 | 1% | -1% | -1% |
| CC1CCCCC1NC(=O)CCC(=O)N1CCOc2ccc(Cl)cc21 (stereo not given) | -3% | -19% | -7% |
| COc1ccc(CC(=O)NNC(=S)NCC2CC2)cc1OC | -6% | -28% | -13% |
| CN(C)CCCN(C(=O)c1cc(Cl)sc1Cl)c1nc2cc3c(cc2s1)OCO3 | -23% | -41% | -13% |
| Cc1ccc(C(=O)N/C(=C\c2sccc2C)C(=O)NCc2ccco2)cc1 | -12% | 19% | 0% |

(more compounds)
| Compound | KAT2A inh | DT40 TDP1 CPT | FEN1 inhibitor |
| --- | --- | --- | --- |
| Cc1ccc(S(=O)(=O)N(CC(=O)Nc2c(C)cccc2C)c2cccc(Cl)c2)cc1 | 1% | ? | -4% |
| CCN(CC(=O)NC1CCS(=O)(=O)C1)S(=O)(=O)c1cc([N+](=O)[O-])ccc1C (stereo not given) | 1% | -5% | -7% |
| COc1cc(OC)c(C2=NOC(C(=O)N3CCc4ccccc4C3)C2)cc1Cl (stereo not given) | -9%[0.501 µM] | ? | 1% |
| CCC(C)NC(=O)C1CCCN(S(=O)(=O)c2ccc(-n3cnnn3)cc2)C1 (stereo not given) | -3% | -18% | 2% |
| Fc1cccc(Cl)c1CNc1ccc(N2CCCC2)cc1 | -5% | 2.3µM* | -15% |
| CCC(=O)N(CC(=O)Nc1sc(C)c(C)c1C(N)=O)C1CCCCC1 | -8% | ? | 6% |
| CC(C)C(=O)NNc1ccc(C(F)(F)F)cn1 | 0% | -6% | 1% |
| CC(=O)c1cccc(CN2CCN(Cc3ccc(F)cc3)C(CCO)C2)c1 (stereo not given) | -14% | -29% | 23% |

Next part:
| Compound | KAT2A inh | DT40 TDP1 CPT | FEN1 inhibitor |
| --- | --- | --- | --- |
| O=C(O)c1ccc([N+](=O)[O-])cc1Sc1ccsc1 | . | -12% | 4% |
| Cc1ccccc1OCc1ccc(-c2nc(C#N)c(N3CCCCC3)o2)o1 | -9% | ? | -13% |
| CCC(O)CNc1nc(SC)nc2sc3c(c12)CCN(C)C3 (stereo not given) | -3% | -8% | -4% |
| CCN(CC)C(=O)c1c(-c2ccccc2)c(-c2ccccc2)nn(C)c1=O | -4% | 5% | -13% |
| COc1cc(C(c2c(C(=O)O)[nH]c3ccccc23)c2c(C(=O)O)[nH]c3ccccc23)ccc1OCc1ccccc1 | ? | -4% | -6% |
| CC(NC(=O)c1cccc(S(=O)(=O)N2CCc3ccccc3C2)c1)c1ccco1 (stereo not given) | 0% | 5% | 12% |
| CCn1c(C)nc2cc(OC)ccc21 | 0% | -6% | -2% |
| COc1cc(CNc2ncn[nH]2)cc(Br)c1OC | 1% | -7% | -15% |

Remaining list, next part
| Compound | KAT2A inh | DT40 TDP1 CPT | FEN1 inhibitor |
| --- | --- | --- | --- |
| Cc1ccc(NC(=O)CCN2C(=O)C3CCCCC3C2=O)cc1[N+](=O)[O-] (stereo not given) | -1% | 1% | -2% |
| COc1ccc(NC(=O)c2c(NCc3cccs3)sc3c2CCCC3)c(OC)c1 | -19% | 16µM* | -26% |
| CCCCCC(=O)c1ccc(O)cc1O | 1% | -21% | -16% |
| Cc1ccc(C(=O)N2CCC(C(=O)c3ccc(Cl)cc3)CC2)cc1 | -2% | ? | -21% |
| Cc1cc(C)cc(OCc2cc(=O)n3c4c(sc3n2)CCCC4)c1 | 0% | -1% | 0% |
| Cc1cc(/C=C(/C#N)c2cccc(F)c2)c(C)n1-c1cccnc1 | -16% | ? | -9% |
| COC1C=COC2(C)Oc3c(C)c(O)c4c(O)c(c(CN5CCN(C)CC5)c(O)c4c3C2=O)NC(=O)C(C)=CC=CC(C)C(O)C(C)C(O)C(C)C(OC(C)=O)C1C (stereo not given) | . | 23µM* | -10% |
| CSc1ccc(CN(C)CC(=O)Nc2cccc(Br)c2)cc1 | -2% | ? | ? |

Next section.
| Compound | KAT2A inh | DT40 TDP1 CPT | FEN1 inhibitor |
| --- | --- | --- | --- |
| Cc1cc2oc(=O)cc(CN(C)Cc3ccccc3F)c2cc1Cl | -10% | ? | 5% |
| O=C(N/C(=C\c1cccnc1)C(=O)N1CCCCC1)c1cccc(Br)c1 | 3% | 15% | -2% |
| COc1ccc(-c2cc(C(=O)N3CCCC3)c3ccccc3n2)cc1OC | -4% | -24% | 16% |
| Cc1ccc(S(=O)(=O)N2CCN(c3nc(-n4c(=O)[nH]c5ccccc54)nc4ccccc34)CC2)cc1 | . | 11µM* | 8% |
| O=C(CS(=O)(=O)c1ccc(C(F)(F)F)cn1)NNC(=O)c1ccccc1 | 0% | 26% | 1% |
| CCn1c2ccccc2c2cc(NC(=O)c3cccc([N+](=O)[O-])c3C)ccc21 | 0% | ? | -3% |
| COC(=O)c1ccc(C2c3c(oc4ccccc4c3=O)C(=O)N2CCCN2CCOCC2)cc1 (stereo not given) | -7% | 21µM* | 11% |
| O=C(CCNS(=O)(=O)c1ccccc1)NCCSc1ccc(Br)cc1 | -3% | -23% | -14% |

The list continues:
| Compound | KAT2A inh | DT40 TDP1 CPT | FEN1 inhibitor |
| --- | --- | --- | --- |
| COc1ccc(C(=O)Nc2ccc(N3CCOCC3)cc2)cc1S(=O)(=O)N1CCOCC1 | -8% | -17% | -5% |
| CN(C(=O)c1cc2c(Cl)nc3ccccc3c2s1)c1cccc(C(F)(F)F)c1 | -3% | -4% | -2% |
| COCCNC(=O)CSCc1cc(C)cc(C)c1 | 1% | 12% | -1% |
| CC(C)CNc1ncnc2c1sc1nc(N3CCOCC3)c3c(c12)CC(C)(C)OC3 | 6% | ? | -9% |
| CC1(C)Cc2c(ccc3ccccc23)C(=O)N1 | 30% | ? | 3% |
| COc1ccc(-n2c(=O)c3ccc(C(=O)NCc4ccc(C)cc4)cc3n(CC(=O)Nc3cccc(F)c3)c2=O)cc1 | -2% | 13µM* | 8% |
| Cn1c(SCC(=O)N2CCCCC2)nnc1-c1ccc(S(=O)(=O)N2CCOCC2)cc1 | 1% | -17% | -7% |
| COc1cc(C(=O)NNC(=O)c2cc(S(=O)(=O)N(C)C)ccc2N2CCCC2)cc(OC)c1OC | 1% | -17% | -11% |

Remaining list, next part:
| Compound | KAT2A inh | DT40 TDP1 CPT | FEN1 inhibitor |
| --- | --- | --- | --- |
| CCOC(=O)c1sc(NC(=O)C2CC2)cc1C | -1% | ? | 13% |
| Cc1c(Cl)cccc1NC(=O)CSCC(N)=O | 1% | -2% | 7% |
| Cc1ccn(C(=O)c2ccc(NC(=O)C3CCCCC3)cc2)n1 | 6% | -10% | -1% |
| CCn1c(C)c(C)c2cc(C(=O)NCc3ccc(N(C)C)cc3)ccc21 | 15% | ? | 2% |
| COc1ccc(/C=C2\SC(=S)N(CCCC(=O)N3CCN(C)CC3)C2=O)cc1 | -2% | ? | -3% |
| CCCCN(CC)CCNC(=O)c1cc2c(-c3ccc(Cl)cc3)nn(C)c2s1 | -11%&-5% | ? | 45µM* |
| Cc1[nH]c2ccc(F)cc2c1CCN(Cc1cccnc1)C(=S)Nc1cccc(F)c1 | 1% | ? | 3% |
| O=C(/C=C/c1ccc([N+](=O)[O-])cc1)N(c1ccccn1)C1CCCCC1 | -21% | ? | -16% |

High-throughput results as filed in PubChem BioAssay.
